TDP43 rescue – qHTS of TDP-43 Inhibitors | Potency, µM (doses to about 46.1 µM), for the others: at the highest dose growth rescue (activation), actives largely listed as activators | 410,000 compounds, 1.8% hits | AID 652104, 2013 | TDP-43 expressing yeast growth rescue, BacTiter-Glo, 24 h; further: potency means the concentration at half of the fitted maximal effect; % of control where 0% means no effect; nearly all actives have a fitted effect of over 50% in size
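Galactose-induced TDP-43 yeast, OD600=0.02, compound pinned; 24 hr, 30 deg C; BacTiter-Glo luminescence for growth. Inhibitors of TDP-43 toxicity read as activators.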
Abeta yeast res – qHTS for compounds that reverse cellular toxicity of Amyloid beta (A-beta) peptide in yeast: Primary Screen. yeast expressing A-beta42, growth rescue, OD600, 48 h; response scale: 0% DMSO, 100% iron-clioquinol control. Potency, µM (top dose mostly 46.1 µM), without a hit: top-dose growth rescue, actives largely listed as activators. 410,000 compounds, 0.063% hits; further: potency means the concentration at half of the fitted maximal effect; nearly all actives have a fitted effect of over 55% in size
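Yeast growth medium received pinned compounds, then yeast cells expressing toxic A-beta were added; plates incubated at 30 C for 48 hr. Growth read as absorbance at 600 nm, normalized to DMSO and equimolar FeCl3 plus clioquinol controls.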
D3 ag – qHTS of D3 Dopamine Receptor Agonist: qHTS; 410,000 compounds, 0.58% hits; max activation, %; D(3) dopamine receptor (Homo sapiens), P35462; D3R DiscoveRx beta-arrestin cells, luminescence, 90 min; in the data active means max activation above about 30%; further: 0% is about no effect; mostly tested at two doses, the higher about 12 µM
Target sequence (P35462 whole entry, looked up): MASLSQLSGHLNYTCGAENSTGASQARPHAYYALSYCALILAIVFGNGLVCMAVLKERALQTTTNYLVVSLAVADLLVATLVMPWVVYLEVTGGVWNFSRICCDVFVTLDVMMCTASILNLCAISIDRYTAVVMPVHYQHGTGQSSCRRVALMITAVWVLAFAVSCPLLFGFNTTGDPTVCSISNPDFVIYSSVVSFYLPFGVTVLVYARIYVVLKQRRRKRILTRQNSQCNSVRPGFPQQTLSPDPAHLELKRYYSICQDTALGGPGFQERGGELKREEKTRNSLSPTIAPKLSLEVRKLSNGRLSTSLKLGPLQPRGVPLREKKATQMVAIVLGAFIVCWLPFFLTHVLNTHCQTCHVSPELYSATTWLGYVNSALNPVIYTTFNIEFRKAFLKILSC
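Cells at 1500/well, incubated overnight, then treated with pinned compounds (dopamine as control) for 90 min at 37 degrees C. DiscoveRx reagent added for 30 - 60 minutes at room temperature; luminescence read.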
aSyn rescue – qHTS of alpha-syn Inhibitors; Potency, µM (highest dose often 46.1 µM), without a hit: top-dose growth rescue (activation), actives largely listed as activators; 370,000 compounds, 0.14% hits; Yeast expressing alpha-synuclein, growth rescue, BacTiter-Glo, 24 h; further: potency means the concentration at half of the fitted maximal effect; % of control where 0% means no effect; nearly all actives have a fitted effect of over 65% in size
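Readout is rescue of growth in alpha-synuclein-expressing yeast, so inhibitors of toxicity appear as activators. Growth after 24 hr at 30 deg C in galactose medium is quantified by luminescence.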
FUS suppressor – qHTS for Suppressors of FUS Proteinopathy: Primary screen using FUS-linked yeast assay; S. cerevisiae FUS-expressing, growth rescue, OD600, 24 h; Potency, µM (highest dose often 76.6 µM), inactives show top-dose growth rescue (activation), hits mostly activators; 390,000 compounds, 0.24% hits;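 further: potency means the concentration at half of the fitted maximal effect; plate controls were DMSO vehicle for no effect and reference control for full effect; nearly all actives have a fitted effect of over 55% in size; some results filed as inactive show a strong effect at the top dose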
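Toxicity suppression screen in FUS-yeast. Cells induced with 2% galactose, starting OD 0.005, treated 24hr at 30C with compounds at multiple final concentrations; growth by OD600.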
EPAC2 antag – qHTS for Antagonist of cAMP-regulated guanine nucleotide exchange factor 2 (EPAC2): primary screen. Rap guanine nucleotide exchange factor 4 (Homo sapiens), Q8WZA2. EPAC2 GEF exchange of Rap1B-BODIPY-GDP, fluorescence. Potency, µM (doses to about 114 µM), for the others: at the top dose activity, negative = inhibition, most hits filed as inhibitors. 360,000 compounds, 0.18% hits. AID 720708, 2013; further: potency means the concentration at half of the fitted maximal effect; on the % scale 0 is the no-effect control and ±100 the full control effect; nearly all actives have a fitted effect of over 45% in size; many of its hits are not listed in these tables
EPAC2 agonist – qHTS for Agonist of cAMP-regulated guanine nucleotide exchange factor 4 (EPAC2): primary screen; Rap guanine nucleotide exchange factor 4 (Homo sapiens), Q8WZA2; EPAC2 activation, biochemical qHTS; response scale: 100% = 6.5 mM cAMP response; Potency, µM (series often up to 154 µM), for the others: at the highest dose activation, hits mostly activators; 360,000 compounds, 0.079% hits; AID 720711, 2013; further: potency means the concentration at half of the fitted maximal effect; nearly all actives have a fitted effect of over 50% in size
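In this primary screen, activation is scored as increased exchange of BODIPY-GDP from Rap1B by 100 nM EPAC2, with 50 uM GDP as competitor. Signal is normalized to the 6.5 mM cAMP agonist control.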
D3 antag – qHTS of D3 Dopamine Receptor Antagonist: qHTS | D3R cells, DiscoveRx beta-arrestin luminescence, antagonist mode; active compounds read low | max response, negative = inhibition, % | 360,000 compounds, 2.5% hits | AID 652054, 2013; in the data active means max response below about -50%; inconclusive means no clear call, values can overlap the other calls; further: on the % scale 0 is the no-effect control and ±100 the full control effect; mostly tested at two doses, the higher about 12 µM
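Cells plated overnight at 1500 cells/well, then exposed to library compounds with dopamine controls for 90 minutes at 37 degrees C. DiscoveRx reagent added for 30–60 minutes at room temperature; luminescence read, quantitative HTS format.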
Starred values were filed as active, the others as inactive; ? = inconclusive; · = not tested or not shown; [ ] = remark or other dose. Unless noted, the call rests on the fitted dose curve; in most records, active means well fitted curve in the direction sought with a large enough effect; inconclusive means small, poorly fitted or top-dose-only effect, or another doubt; inactive means no such curve, though single readings can be large; an effect the other way counts as inactive or inconclusive.

Assay codes: A = TDP43 rescue; B = Abeta yeast res; C = D3 ag; D = aSyn rescue; E = FUS suppressor; F = EPAC2 antag; G = EPAC2 agonist; H = D3 antag
> Cc1ccc2cc(C#N)c(SCc3nnc(-c4ccccc4[N+](=O)[O-])o3)nc2c1
  A: 1.1%	B: 2.4%	C: 4.2	D: -4.0%	E: -7.3%	F: -1.1%	G: -2.8%	H: 7.5
> COC(=O)c1cccc(NC(=O)CSc2nnc(-c3ccco3)o2)c1
  A: -9.7%	B: 0.7%	C: 11.9	D: -1.7%	E: 28.3%	F: 1.8%	G: 11.3%	H: 7.0
> OC(COc1ccccc1)CN1CCN(c2cccc(Cl)c2)CC1 (stereo unspecified)
  A: 9.2%	B: 10.9%	C: -7.3	D: -1.7%	E: ·	F: -19.5%	G: 14.5%	H: -51.8*
> CC(=O)c1ccc2c3c(cccc13)C(=O)N(CCc1ccccc1)C2=O
  A: 13.5%	B: -7.5%	C: 4.1	D: -3.0%	E: -9.6%	F: 4.5%	G: 1.0%	H: 21.9
> CCC(=O)N1CCc2cc(S(=O)(=O)NCCC(=O)NCc3ccc(C)cc3)ccc21
  A: 11.1%	B: -11.9%	C: 4.9	D: ·	E: 8.5%	F: ·	G: ·	H: ·
> Cc1cc(C)c2sc(NC(=O)c3ccc(S(=O)(=O)N4CCCC4)cc3)nc2c1
  A: 14.0%	B: -13.2%	C: 6.2	D: 13.7%	E: -12.4%	F: ·	G: ·	H: ·
> Cc1ccc(CSC2=NCCN2C(=O)C(C)Oc2ccccc2)cc1 (stereo unspecified)
  A: -19.0%	B: -13.5%	C: 3.4	D: -1.0%	E: 33.7%	F: 5.3%	G: -0.3%	H: 7.0
> COc1ccc(CCNS(=O)(=O)c2ccc3c(c2)OCCO3)cc1
  A: ?	B: -17.1%	C: 2.5	D: 6.9%	E: 6.9%	F: -6.0%	G: 8.3%	H: 10.5
> O=C(Cn1cnc2cc([N+](=O)[O-])ccc2c1=O)NCc1ccc(Cl)cc1
  A: -24.4%	B: 7.1%	C: -2.1	D: 1.1%	E: 19.9%	F: 8.0%	G: 4.5%	H: -11.4
> O=C(Nc1ccc(N2CCCC2)c(Cl)c1)c1ccc([N+](=O)[O-])o1
  A: -93.3%[inhibitor]	B: -80.7%[inhibitor]	C: -8.4	D: -64.5%[inhibitor]	E: 17.7%	F: -14.7%	G: -13.4%	H: -22.5

A run of entries of the results above:
Assay codes: A = TDP43 rescue; B = Abeta yeast res; C = D3 ag; D = aSyn rescue; E = FUS suppressor; F = EPAC2 antag; G = EPAC2 agonist; H = D3 antag
> Cc1ccc2cc(C#N)c(SCc3nnc(-c4ccccc4[N+](=O)[O-])o3)nc2c1
  A: 1.1%	B: 2.4%	C: 4.2	D: -4.0%	E: -7.3%	F: -1.1%	G: -2.8%	H: 7.5
> COC(=O)c1cccc(NC(=O)CSc2nnc(-c3ccco3)o2)c1
  A: -9.7%	B: 0.7%	C: 11.9	D: -1.7%	E: 28.3%	F: 1.8%	G: 11.3%	H: 7.0
> OC(COc1ccccc1)CN1CCN(c2cccc(Cl)c2)CC1 (stereo unspecified)
  A: 9.2%	B: 10.9%	C: -7.3	D: -1.7%	E: ·	F: -19.5%	G: 14.5%	H: -51.8*
> CC(=O)c1ccc2c3c(cccc13)C(=O)N(CCc1ccccc1)C2=O
  A: 13.5%	B: -7.5%	C: 4.1	D: -3.0%	E: -9.6%	F: 4.5%	G: 1.0%	H: 21.9
> CCC(=O)N1CCc2cc(S(=O)(=O)NCCC(=O)NCc3ccc(C)cc3)ccc21
  A: 11.1%	B: -11.9%	C: 4.9	D: ·	E: 8.5%	F: ·	G: ·	H: ·
> Cc1cc(C)c2sc(NC(=O)c3ccc(S(=O)(=O)N4CCCC4)cc3)nc2c1
  A: 14.0%	B: -13.2%	C: 6.2	D: 13.7%	E: -12.4%	F: ·	G: ·	H: ·
> Cc1ccc(CSC2=NCCN2C(=O)C(C)Oc2ccccc2)cc1 (stereo unspecified)
  A: -19.0%	B: -13.5%	C: 3.4	D: -1.0%	E: 33.7%	F: 5.3%	G: -0.3%	H: 7.0
> COc1ccc(CCNS(=O)(=O)c2ccc3c(c2)OCCO3)cc1
  A: ?	B: -17.1%	C: 2.5	D: 6.9%	E: 6.9%	F: -6.0%	G: 8.3%	H: 10.5
> O=C(Cn1cnc2cc([N+](=O)[O-])ccc2c1=O)NCc1ccc(Cl)cc1
  A: -24.4%	B: 7.1%	C: -2.1	D: 1.1%	E: 19.9%	F: 8.0%	G: 4.5%	H: -11.4

Going on with the list:
Assay codes: A = TDP43 rescue; B = Abeta yeast res; C = D3 ag; D = aSyn rescue; E = FUS suppressor; F = EPAC2 antag; G = EPAC2 agonist; H = D3 antag
> CCN(CCO)C(=O)CC(c1ccccc1)c1cc(Br)ccc1O (stereo unspecified)
  A: 8.1%	B: 27.9%	C: -1.9	D: 4.9%	E: -19.2%	F: -1.9%	G: -3.3%	H: 5.9
> CN(C)c1ccc(/C=C(\NC(=O)c2ccccc2)C(=O)NCc2cccnc2)cc1
  A: -4.0%	B: -1.0%	C: 1.4	D: -4.0%	E: 14.3%	F: 2.3%	G: 9.4%	H: -8.2
> Cn1cccc1C(=O)C(=O)Nc1cc(Cl)cc(Cl)c1
  A: 20.7%	B: 3.3%	C: 1.0	D: -7.1%	E: -9.7%	F: -2.8%	G: 2.6%	H: 4.0
> Cc1cccc(C)c1N(CC(=O)Nc1cccc(N(C)S(C)(=O)=O)c1)S(C)(=O)=O
  A: -8.2%	B: -13.4%	C: 0.2	D: -7.4%	E: 20.5%	F: 7.4%	G: 2.3%	H: -16.6
> O=C(NNC(=O)c1ccc2nonc2c1)Nc1ccc(Cl)cc1
  A: -11.9%	B: 6.8%	C: -20.6	D: -8.6%	E: 4.2%	F: -2.1%	G: 11.7%	H: -69.1*
> Cc1cccc(C(=O)Nc2sc3c(c2C(=O)NCc2ccco2)CCCC3)c1
  A: 8.0%	B: -8.4%	C: -0.6	D: ·	E: 12.8%	F: ·	G: ·	H: ·
> C=C(C)n1c(=O)n(Cc2ccc(C)cc2)c2ccccc21
  A: 5.0%	B: -14.2%	C: 3.2	D: 29.8%	E: -9.9%	F: -27.8%	G: 7.1%	H: 14.4
> CC1(C)CC[C@]2(C(=O)O)CC[C@]3(C)C(=CCC4[C@@]5(C)CC[C@H](O)C(C)(C)C5CC[C@]43C)C2C1 (stereo partly specified)
  A: 22.7%	B: 17.8%	C: -4.2	D: 2.9%	E: -25.6%	F: 69.6%[activator]	G: -6.2%	H: 2.4
> Clc1ccc(Nc2nc3cccnc3s2)cc1
  A: 14.5%	B: 1.0%	C: -5.2	D: 3.7%	E: 13.0%	F: 7.3%	G: 1.3%	H: 8.1
> COc1ccc(-n2nnnc2/C=C/Nc2cc(C(F)(F)F)ccc2OC)cc1
  A: 12.1%	B: -2.8%	C: -3.9	D: 7.8%	E: -14.2%	F: 7.6%	G: 4.9%	H: 44.8

Next section:
Assay codes: A = TDP43 rescue; B = Abeta yeast res; C = D3 ag; D = aSyn rescue; E = FUS suppressor; F = EPAC2 antag; G = EPAC2 agonist; H = D3 antag
> Cc1cccc(C)c1OCc1nc2ccccc2[nH]1
  A: 1.7%	B: 1.8%	C: -1.1	D: -13.0%	E: -7.6%	F: -7.9%	G: -1.2%	H: -6.5
> Cc1cc(OCCN2CCCC2)cc(C(C)C)c1
  A: 13.5%	B: 0.5%	C: -18.2	D: 2.3%	E: ·	F: 8.2%	G: 6.0%	H: -86.0*
> COc1ccc(CNS(=O)(=O)c2ccc(F)cc2Br)cc1
  A: ?	B: 10.8%	C: -43.3	D: 10.4%	E: -15.2%	F: -7.1%	G: 11.7%	H: -7.5
> O=C(COc1ccccc1Cl)Nc1nc(-c2ccncc2)cs1
  A: 0.1%	B: -8.1%	C: 4.3	D: -0.3%	E: -5.0%	F: 7.2%	G: 4.9%	H: 8.8
> CCCCn1c(N)c(N(CCOC)C(=O)COC(=O)COc2c(C)cc(C)cc2C)c(=O)[nH]c1=O
  A: 10.9%	B: 2.8%	C: 2.2	D: -2.4%	E: 6.3%	F: 14.7%	G: -0.1%	H: -16.2

From PubChem

An excerpt, so the mix of outcomes need not match the whole.
